Compound activity as filed in PubChem BioAssay.
Tb PYK inh – blocks Trypanosoma brucei pyruvate kinase; Q57TT1; Potency, µM (series often up to 76.8 µM), inactives show top-dose activity, negative = inhibition, usual class: inhibitors; actives 0.12% (n = 410,000); AID 624173; TbPYK enzyme, Kinase-Glo Plus ATP luminescence, 45 min; active = well fitted inhibition curve with a large enough effect; inconclusive = small, poorly fitted or top-dose-only effect; note: nearly all actives have a fitted effect of over 50% in size
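Assay buffer: 50 mM TEA pH 7.2, 100 mM KCl, 10 mM MgCl2, 0.05% BSA, 0.01% Tween-20. Pyruvate kinase from T. brucei plus substrate met compound, then ADP (130 uM final). Luminescence was read post 45 min RT.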
* marks the source's active call; other numbers are inactive results; ? = inconclusive; & = joins results of further samples; [ ] = remark or other dose. % is set by controls: 0 for no effect and ±100 for the full control effect; potency is the fitted concentration of half-maximal effect.

SMILES	Tb PYK inh
CC(=O)Nc1ccc(NS(=O)(=O)c2c(C(=O)N3CCC(C)CC3)c(C)n(C)c2C)cc1	1%
O=C(c1ccncc1)N1CCC2(CCCN(c3ccncc3)C2)CC1	-5%
O=C(c1ccc(CS(=O)Cc2cccc(Cl)c2)o1)N1CCN(c2ccc(F)cc2)CC1 (stereo unspecified)	1%
CCCOc1ccc(C2c3c(-c4c(C)cc(C)cc4O)n[nH]c3C(=O)N2CCO)cc1 (stereo unspecified)	3%
CNc1nc(Oc2ccc3sc(C)nc3c2)c2sccc2n1	1%
Cc1ccc(N2CC(NC(=O)c3ccc(S(=O)(=O)N4CCCCC4)cc3)CC2=O)cc1 (stereo unspecified)	-4%
COc1ccc(-n2c(=O)c(-c3cn(C)c4ccccc34)nc3cncnc32)cc1	-4%
O=C(NCc1ccncc1)C1Cc2c(-c3ccc4c(c3)OCO4)ccnc2O1 (stereo unspecified)	1%
COCCn1c(=O)c(-c2ccc(F)cc2)nc2cnc(Oc3cccc(Cl)c3)nc21	-2%
CCOc1cc(C(=O)Nc2cc3c(cc2N2CCCC2)n(C)c(=O)c(=O)n3C)cc(OCC)c1OCC	-4%
CCOc1ccccc1NC(=O)c1ccc2oc(=O)c(S(=O)(=O)c3ccc(F)cc3)cc2c1	-3%
CCCc1cc(C(=O)Nc2c(C)nn(Cc3ccc(Cl)c(Cl)c3)c2C)no1	0%
Cc1cccc(C)c1OCC(=O)Nc1nonc1-c1ccc(Br)cc1	-3%
CC(=O)Nc1ccccc1-c1nc2ccccc2n(CC(=O)Nc2cccc(C)c2C)c1=O	1%
CC(=O)N1CCc2cc(S(=O)(=O)NC(CC(C)C)C(=O)Nc3ccc(C(C)C)cc3)ccc21 (stereo unspecified)	-2%
CSc1ccc(-c2nc3cccc(C)n3c2Nc2ccc3c(c2)OCO3)cc1	-21%
CCN[C@@H](C)Cc1ccccc1	-4%[157 µM]
COc1cccc(N2CCN(S(=O)(=O)c3cn(C)c(C)n3)CC2)c1	0%
COc1ccc(F)cc1-c1cc(C(=O)Nc2cccnc2)[nH]n1	0%
CCC1CCCCN1S(=O)(=O)c1ccc(NC(=O)c2cc(=O)c3c(C)cc(C)cc3o2)cc1 (stereo unspecified)	-1%
Cc1ccc(CN2CCCn3nc(C(=O)NCCc4ccccc4Cl)cc3C2=O)cc1	-3%
Cc1ccc(-c2nnc(SCC(=O)NC3CCCC3)nc2-c2ccc(C)cc2)cc1	6%
Cn1ccc2cc(S(=O)(=O)N3CCC(C(=O)NCCc4ccccc4)CC3)ccc21	4%
COc1cccc(NC(=O)CSC2=Nc3ccccc3C3=NC(CC(=O)NC4CCCCC4)C(=O)N23)c1 (stereo unspecified)	-3%
CN1CCN(C(=O)c2ccc(-c3cc4nc(NCc5cccnc5)n(C)c(=O)c4s3)cc2)CC1	-15%
CCN1C(=O)[C@H]2[C@@H](c3ccc(C)cc3)N[C@]3(CCCN(Cc4ccc(Cl)cc4)C3=O)[C@H]2C1=O	-2%
COc1cc(NC(=O)c2cc3c(=O)n(Cc4cccs4)ccc3nc2C)cc(OC)c1OC	-1%
Cc1ccc(NS(=O)(=O)c2ccc(-n3cccn3)cc2)c(Br)c1	-2%&-2%
COc1cc2c(N3CCN(C(=O)Nc4ccc(OC(C)C)cc4)CC3)ncnc2cc1OCCCN1CCCCC1	-1%&-6%
CCOc1ccccc1N(C)C(=O)Cn1nc(Cc2ccncc2)c2ccccc2c1=O	-3%

Laid out differently: results already given
| smiles | Tb PYK inh |
| --- | --- |
| CC(=O)N1CCc2cc(S(=O)(=O)NC(CC(C)C)C(=O)Nc3ccc(C(C)C)cc3)ccc21 (stereo unspecified) | -2% |
| CSc1ccc(-c2nc3cccc(C)n3c2Nc2ccc3c(c2)OCO3)cc1 | -21% |
| CCN[C@@H](C)Cc1ccccc1 | -4%[157 µM] |
| COc1cccc(N2CCN(S(=O)(=O)c3cn(C)c(C)n3)CC2)c1 | 0% |
| COc1ccc(F)cc1-c1cc(C(=O)Nc2cccnc2)[nH]n1 | 0% |
| CCC1CCCCN1S(=O)(=O)c1ccc(NC(=O)c2cc(=O)c3c(C)cc(C)cc3o2)cc1 (stereo unspecified) | -1% |
| Cc1ccc(CN2CCCn3nc(C(=O)NCCc4ccccc4Cl)cc3C2=O)cc1 | -3% |
| Cc1ccc(-c2nnc(SCC(=O)NC3CCCC3)nc2-c2ccc(C)cc2)cc1 | 6% |
| Cn1ccc2cc(S(=O)(=O)N3CCC(C(=O)NCCc4ccccc4)CC3)ccc21 | 4% |
| COc1cccc(NC(=O)CSC2=Nc3ccccc3C3=NC(CC(=O)NC4CCCCC4)C(=O)N23)c1 (stereo unspecified) | -3% |
| CN1CCN(C(=O)c2ccc(-c3cc4nc(NCc5cccnc5)n(C)c(=O)c4s3)cc2)CC1 | -15% |
| CCN1C(=O)[C@H]2[C@@H](c3ccc(C)cc3)N[C@]3(CCCN(Cc4ccc(Cl)cc4)C3=O)[C@H]2C1=O | -2% |
| COc1cc(NC(=O)c2cc3c(=O)n(Cc4cccs4)ccc3nc2C)cc(OC)c1OC | -1% |

Additional structures follow.
SMILES	Tb PYK inh
CS(=O)(=O)NCCc1csc2nc(-c3ccccc3)nn12	6%
CC1=C(c2ccc(C)cc2)S(=O)(=O)NC1=NCc1cccc(F)c1	2%
CCNC(=O)c1ccc(-n2c(-c3ccccc3)cc3c2CCCCC3)cc1	-4%
COc1ccc(/C=C/C(=O)Nc2nc3n(n2)C(c2ccccc2)C=C(c2ccccc2)N3)cc1 (stereo unspecified)	0%
CCOCCCn1c(SCC(=O)Nc2ccc(F)cc2)nc2c(sc3ccccc32)c1=O	-3%
O=C(c1c2c(nc3ccccc13)C(=O)N(C1CCCCC1)C2)N1CCN(c2ccc(F)cc2)CC1	-11%
CC(=O)Nc1cccc(-c2nnc(SCC(=O)c3cc([N+](=O)[O-])ccc3Cl)o2)c1	-1%
COc1ccc(-c2nc3scc(CCNS(=O)(=O)c4ccc(F)cc4C)n3n2)cc1	3%
O=C(COc1ccccc1)N(Cc1cccnc1)c1nc2c(F)cc(F)cc2s1	7%[15.4 µM]
COc1ccc(NC(=O)CC2C(=O)N(c3ccc(C)cc3)C(=O)N2Cc2ccc(C)cc2)cc1 (stereo unspecified)	-1%
COc1ccc(-c2csc(NC(=O)CS(=O)(=O)c3ccccc3)n2)cc1OC	1%
Cc1cccc(N2CCN(C(=O)CS(=O)(=O)Cc3nc(-c4ccccc4C)oc3C)CC2C)c1 (stereo unspecified)	5%
CCOc1ccc(CN(CCc2ccc3c(c2)OCO3)Cc2cc(OC)ccc2O)cc1	33%[activator]
Cc1ccc(CNC(=O)c2ccc3c(c2)N(Cc2ccccc2)C(=O)c2ccccc2S3(=O)=O)cc1	3%
Cc1ccc(C)c(Nc2nn3c(=O)c4ccc(C(=O)NCc5cccs5)cc4nc3s2)c1	-4%
CCOC(=O)C1(C)CCCN(C(=O)Cc2ccc3ccccc3c2)C1 (stereo unspecified)	-9%
CSc1ccc(CNC(=O)CCc2c(C)nn(-c3ccc(N4CCCC4)nn3)c2C)cc1	-2%
COc1ccc(N2CC(NC(=O)c3ccc(S(=O)(=O)N4CCOCC4)cc3)CC2=O)cc1 (stereo unspecified)	-12%
CC(C)CCNC(=O)C1CCN(C(=O)N2CCOc3ccc(Cl)cc32)CC1	-8%
COc1ccc(/C=C/c2nc(C#N)c(N3CCC(C(N)=O)CC3)o2)cc1OC	-11%
N#C/C(=C\c1ccc(F)cc1)c1nc(-c2ccc(-c3ccccc3)cc2)cs1	-4%
Cn1ccc2cc(S(=O)(=O)N3CCCC(C(=O)NCc4ccccc4F)C3)ccc21 (stereo unspecified)	-4%
Cc1ccccc1CNC(=O)CCCn1c(=O)c2cccn2c2ccccc21	2%
COc1ccc(-c2cnc(C)o2)cc1S(=O)(=O)Nc1c(C)cc(C)cc1C	-7%
CC1=C(C(=O)OC(C)C)C(c2ccc(Cl)cc2)n2c(sc(=Cc3ccc(OCC(=O)O)cc3)c2=O)=N1 (stereo unspecified)	-2%
CCOC(=O)C1=CCN(S(=O)(=O)c2ccc(C)cc2)C1c1ccc(Br)cc1 (stereo unspecified)	-7%
COc1cc(C2C(=O)N(C3CCCCC3)CC(=O)N2CCC2=CCCCC2)ccc1OC(C)C (stereo unspecified)	?
CC1CCCCN1C(=O)Cn1c(SCC(=O)N(C)c2ccccc2)nc2ccccc21 (stereo unspecified)	2%
O=C(Nc1ccc(C(=O)OCc2cc(=O)n3c4c(sc3n2)CCCC4)cc1)c1cccc(F)c1	-5%
CCC(=O)N1CCc2cc(S(=O)(=O)NC(CC(C)C)C(=O)NCCc3ccccc3)ccc21 (stereo unspecified)	3%
C[C@@H]1CN([C@H](C)CO)C(=O)CCCn2nncc2CO[C@H]1CN(C)S(C)(=O)=O	-10%
COc1ccc(CNC(=O)CCc2c(C)nn(-c3ccc(N4CCOCC4)nn3)c2C)c(OC)c1	-7%
C=CCNc1nc(NCCOC)c2sc(-c3ccccc3)cc2n1	2%
COc1ccc(NC(=O)[C@@H]2O[C@H](CO)[C@H](O)[C@H](O)[C@H]2O)cc1F	1%
CC1(C(=O)Nc2cccc(Oc3ccccc3)c2)Cc2c(-c3ccccc3)ccnc2O1 (stereo unspecified)	0%
CC1(C(=O)NS(=O)(=O)Cc2ccccc2)CCN1C(=O)C1(c2ccc(Cl)cc2)CC1 (stereo unspecified)	3%
O=C(CCSCc1ccc(Cl)cc1)NCc1ccc(F)cc1Cl	2%
Clc1ccc(CN2CCN(c3ncnc4sc5c(c34)CCCC5)CC2)cc1Cl	1%
Cc1cccn2c(=O)c3cc(C(=O)NC(C)(C)C)n(C)c3nc12	-5%
CCC(CC)C(=O)N(C)c1c(C)nc2c(OCc3ccc(Cl)cc3)cccn12	-3%
CC1(C(=O)NS(=O)(=O)c2ccccc2Cl)CCN1C(=O)Cc1ccc(Cl)cc1Cl (stereo unspecified)	1%
CCc1ccc(-n2c(C)nnc2SCc2nc(-c3ccc(OC)cc3)no2)cc1	-3%
COc1ccc2c(CC(=O)Nc3ccc(C)cc3)coc2c1	-3%
CCCc1cc(=O)oc2cc(OCC(=O)NCCN3CCOCC3)c(Cl)cc12	-6%
CCN(CC)CCNC(=O)CN1C(=O)CSc2ccc(S(=O)(=O)N3CCOCC3)cc21	4%&2%
CC(=O)c1ccc(N2C(=O)N(Cc3cc(C)ccc3C)c3ccccc3S2(=O)=O)cc1	3%
O=C(NCCc1ccccc1)c1cc2sccc2n1Cc1ccc(F)cc1	2%
CCc1ccc(NC(=O)CN(c2ccc(C)cc2)S(=O)(=O)c2c(C)nn(C)c2C)cc1	-4%
CCN(CC)c1ncnc2c1ncn2[C@H]1CN(Cc2ccccc2)C[C@@H](CO)O1	1%
O=C1NC[C@@H](CCCCN2CCN(CCc3ccccc3)C(=O)C2=O)N(CCC2CCCCC2)C1=O	-3%
CSCCC(NS(=O)(=O)c1ccc2c(c1)oc(=O)n2C)C(=O)N1CCN(c2cc(C)ccc2C)CC1 (stereo unspecified)	-2%
COc1ccc(OC)c(NC(=O)CS(=O)(=O)Cc2nc(-c3ccc(C)cc3)oc2C)c1	-5%
CCCCN(C=O)c1c(CC)nc2ccc(C(=O)NCCCn3ccnc3)cn12	2%
CCn1c(=O)cc(SCC(=O)Nc2ccc(C)c(F)c2)c2ccccc21	3%
Cc1ccc(Cn2c(=O)n(Cc3nc(-c4ccccc4)no3)c(=O)c3cc4c(cc32)OCO4)cc1	4%
CCC(=O)N1CCc2cc(Br)cc(S(=O)(=O)CCC(=O)NCc3cccc(OC)c3)c21	-12%
NC(=O)c1ccc(-c2nc(-c3ccc4c(c3)OCCO4)c(-c3ccccn3)[nH]2)cc1	0%
Cc1ccc(-c2nnc(Nc3cccc(C(F)(F)F)c3)c3ccccc23)cc1S(=O)(=O)N1CCOCC1	-17%
O=C(Nc1ccccc1C(F)(F)F)c1ccc2oc(=O)c(S(=O)(=O)c3ccc(F)cc3)cc2c1	-1%
COCCNc1ncnc2c1ncn2[C@H]1CN(Cc2cccs2)C[C@@H](CO)O1	0%

(list continues)
SMILES	Tb PYK inh
CCOC(=O)c1ccccc1NC(=O)c1sc2nc3n(c(=O)c2c1C)CCCC3	-2%
O=C(c1ccc2c(c1)N(Cc1ccccc1)C(=O)c1ccccc1S2(=O)=O)N1CCCCCC1	3%
COc1ccc(-c2nc(SCC(=O)NC3CCCC3)c(-c3ccc(F)cc3)[nH]2)cc1OC	-1%
COc1ccc(CNc2oc(-c3ccc(COc4ccc(Cl)cc4)o3)nc2C#N)cc1	0%
CCCCC(=O)N(C)c1c(C)nc2ccc(C(=O)N3CCNC(=O)C3)cn12	-7%
Cc1cccn2c(=O)c(C(=O)NC(C)c3ccccc3)c(O)nc12 (stereo unspecified)	0%
Cc1ccc2nc(COc3ccccc3NC(=O)COc3ccccc3Cl)cc(=O)n2c1	-5%
CCOc1ccccc1NC(=O)CN1C(=O)CC(c2ccc(C)c(C)c2)=Nc2ccccc21	1%
COC(=O)CN1C(C(=O)c2ccccc2)=C(OC(=O)c2ccc(F)cc2)c2ccccc2S1(=O)=O	1%
CCc1nc2ccc(C(=O)N(C)Cc3ccccc3)cn2c1N(C)Cc1ccc(OC)cc1	3%
COc1cccc2c1Oc1ncccc1N(C(=O)Nc1cccc(Cl)c1)C2	4%
O=S(=O)(c1ccc(Br)cc1)c1nc(-c2cccs2)oc1SCc1ccccc1F	-4%
COc1ccc(OC)c(CCNc2nc3ccccc3c3nc(-c4cccnc4)nn23)c1	1%
Cn1c(=O)c2c(nc(NCCc3ccccc3)n2Cc2ccc(Cl)c(Cl)c2)n(C)c1=O	0%
CCCCCOc1ccc(/C=C/C(=O)Nc2sc(C(C)=O)c(C)c2C(=O)OCC)cc1OC	-6%
CCOC(=O)C1CCN(C(c2ccc(F)cc2)c2sc3nc(-c4ccco4)nn3c2O)CC1 (stereo unspecified)	-4%
CCCc1nn2c(=O)cc(COc3ccc(/C=C(\C#N)C(=O)Nc4ccccc4)cc3)nc2s1	-1%
O=C(CSc1nc2cccc(F)c2c(=O)n1-c1ccccc1)Nc1ccc2c(c1)CCC2	-1%

A portion of the library; the hit share may differ from the screen's.
